Assay outcomes as filed in PubChem.
proCasp7 act = counter-screen for procaspase-3 activators: activators of human procaspase-7; AID 463210; activation, % at 8.5 µM; 330,000 compounds, 0.093% hits; recombinant procaspase-7, Ac-DEVD-pNA absorbance 405 nm; D23A/D198A/D206A triple mutant, cannot self-cleave; scale: DMSO 0, 5 µM enzyme 100;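 active = percent activation above the screen-wide mean plus 3 SD, cut at about 25% in these data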
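Test system: Procaspase-7 triple mutant (PC-7 D3A). Also added: Ac-DEVD-pNA substrate, 400 µM as added. Schedule: 1 h enzyme–compound preincubation and 2 h substrate reaction, both 25 °C. Signal: p-Nitroaniline absorbance at 405 nm, read at 0 and 120 min. Control set: low DMSO alone, high DMSO plus 5 µM PC-7.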
MEP2-GFP yeast = yeast TOR pathway MEP2-GFP modulation; GFP response vs DMSO, % at 10 µM; S. cerevisiae MEP2-GFP strain, flow cytometry GFP, 3 h; 100% = DMSO control level; 330,000 compounds, 0.51% hits;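 active = GFP response versus DMSO above a set limit, roughly screen mean plus 3 SD, cut at about 180% in these data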;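 also: median GFP fluorescence of the barcode-gated MEP2-GFP cells per well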
AHR activator = activators of human aryl hydrocarbon receptor. 320,000 compounds, 2.5% hits. AHR-responsive luciferase reporter cells, luminescence. activation, % at 5 µM. P35869. AID 2796; in the data active = activation above about 47%;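 also: 0% = vehicle wells and 100% = reference agonist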
RPL19A TOR yeast = alters RPL19A-GFP fluorescence in TOR pathway yeast screen. S. cerevisiae RPL19A-GFP strain, flow cytometry, 3 h; stronger effect = lower value. 330,000 compounds, 0.3% hits. percent response vs DMSO, % at 10 µM. AID 2025;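 active = percent response vs DMSO below 50%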;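 also: median channel GFP fluorescence of the barcoded RPL19A-GFP strain; ratio of sample median GFP to plate DMSO average so 100% = DMSO; lower means less RPL19A-GFP as with rapamycin TOR inhibition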
LAP4 TOR yeast = modulators of TOR pathway LAP4-GFP in S. cerevisiae; S. cerevisiae LAP4-GFP multiplex, flow cytometry GFP, 3 h; median GFP as percent of DMSO wells; 320,000 compounds, 0.34% hits; GFP response vs DMSO, % at 10 µM;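 active = GFP response vs DMSO above a set limit, about the screen mean plus 3 SD, cut at about 150% in these data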
ZTA counter = blocks Epstein-Barr virus ZTA, an EBNA-1 counter-screen; ZTA-DNA binding, fluorescence polarization; P03206; 320,000 compounds, 0.15% hits; inhibition, % at 11 µM; in the data active = inhibition above about 33%
EBNA-1 inhibitor = blocks EBNA-1 binding to DNA; EBNA-1 DNA binding, fluorescence polarization; 300,000 compounds, 0.34% hits; AID 1950; inhibition, % at 14.8 µM; in the data active = inhibition above about 28%
procasp3 activ = activates human procaspase-3; activation, % at 8.5 µM; 330,000 compounds, 0.11% hits; recombinant procaspase-3 D3A, Ac-DEVD-pNA absorbance 405 nm; P42574;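 active = activation above the mean of all tested compounds plus 3 SD, cut at about 21% in these data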;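 also: 0% = DMSO alone and 100% = DMSO wells spiked with extra 5 µM PC-3 D3A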
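System: Procaspase-3 D3A mutant. Medium: Zinc-free 300 mM NaCl, 50 mM HEPES, 0.01% Triton X-100. Schedule: 1 h preincubation plus 2 h reaction at 25 °C. Measured by: 405 nm absorbance of p-nitroaniline, reads at 0 and 120 min. Read-out: percent activation relative to control range.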
* = called active by the depositor; . = no result given; [ ] = another dose, or the depositor's remark.

SMILES	proCasp7 act	MEP2-GFP yeast	AHR activator	RPL19A TOR yeast	LAP4 TOR yeast	ZTA counter	EBNA-1 inhibitor	procasp3 activ
Cc1nn(C(C)C(=O)NCCCN2CCCC2)c(=O)c2nn(-c3ccccc3)c(C)c12 (stereo not given)	-10	99	1	99	91	-22	2	1
CC(C)OC(=O)Cn1cc(C#N)c2ccccc21	3	98	2	103	107	-3	-12	-1
Cn1c(SCC(=O)NCc2ccco2)nnc1-c1cccs1	13	106	-2	102	106	17	22	5
COc1ccc(N2CCN(C(=O)c3ccc(S(=O)(=O)N4CCOCC4)cc3)CC2)cc1	8	100	-2	96	98	7	7	3
Cc1cccc(C)c1NC(=O)CNC(=O)COC(=O)c1ccc(Cl)s1	-10	95	-1	98	80	.	.	10
CCCNCc1cc(Cl)c(OCC)c(Cl)c1	0	106	-1	99	102	-3	2	5
COc1ccc(NC(C)=O)cc1NC(C)C(=O)Nc1ccc(F)c(F)c1F (stereo not given)	12	101	1	96	101	8	4	-2
COc1ccc2c(CC(=O)O)cc(=O)oc2c1	-7	101	-4	96	97	-10	-4	-3
CCCCCSc1nc2c(c(=O)[nH]c(=O)n2C)n1CC	-12	100	8	102	102	11	-4	-7
Cc1ccc(N(C)S(=O)(=O)c2cccc(C(=O)NC3=NCCS3)c2)cc1	4	102	3	98	100	2	7	1

By substructure, those above containing two or more sulfur atoms
SMILES	proCasp7 act	MEP2-GFP yeast	AHR activator	RPL19A TOR yeast	LAP4 TOR yeast	ZTA counter	EBNA-1 inhibitor	procasp3 activ
Cn1c(SCC(=O)NCc2ccco2)nnc1-c1cccs1	13	106	-2	102	106	17	22	5
Cc1ccc(N(C)S(=O)(=O)c2cccc(C(=O)NC3=NCCS3)c2)cc1	4	102	3	98	100	2	7	1

The results go on:
SMILES	proCasp7 act	MEP2-GFP yeast	AHR activator	RPL19A TOR yeast	LAP4 TOR yeast	ZTA counter	EBNA-1 inhibitor	procasp3 activ
COCCOC(=O)C1=C(C)N=C2SCCC(=O)N2C1c1cccs1 (stereo not given)	11	98	1	103	92	-4	-2	0
COCCNC(=O)c1ccc(CS(=O)(=O)c2ccccc2OC)o1	-2	106	2	103	108	-33	-23	3
Cn1c(=O)c2[nH]c(NCCCN3CCOCC3)nc2n(C)c1=O	7	115	1	104	99	-6	6	-8
CCC(O)C1CCN(Cc2cn(Cc3ccccc3)nc2-c2cc3ccccc3o2)CC1 (stereo not given)	3	94	2	102	95	-4	1	-10
O=C(CSc1n[nH]c(-c2cccnc2)n1)OC1CCCCC1	0	105	1	107	98	-3	2	-5
COc1ccc(CCn2c(Br)nc3c2c(=O)[nH]c(=O)n3C)cc1	2	102	4	94	106	1	-5	3
CCc1ccccc1NC(=O)c1onc(C)c1Cl	2	96	6	99	87	7	-6	2
CCOC(=O)C(C)Oc1ccc(OCc2ccccc2)cc1 (stereo not given)	0	104	-2	99	108	-10	-1	-4
CCN1CCN(C(=O)Cn2nc(C)c3sc4ccccc4c3c2=O)CC1	3	106	2	102	97	12	-4	-9
Cc1cccc(/C=N/NC(=O)CC(=O)NCCc2ccccc2)c1	-2	92	8	97	93	-2	-11	2
Cc1c(C(=O)NNC(=O)c2csc(N3CCOCC3)n2)cccc1[N+](=O)[O-]	5	91	-1	92	92	-4	.	7
CCCOC(=O)c1cc(-c2ccc(C=O)o2)ccc1Cl	3	94	1	97	95	-16	7	2
C=CCn1c(=O)/c(=C2/Sc3cc(OC)ccc3N2C)s/c1=C1\C(=O)N(CC)C(=S)N1C	-6	96	7	97	99	13	3	5
COc1ccccc1NS(=O)(=O)c1cc(NC(=O)c2ccncc2)ccc1N1CCCC1	-10	95	8	98	95	0	4	4
COc1cc(C(=O)NCc2ccccc2)ccc1OC(F)F	10	96	11	98	101	-40	-1	4
CCOC(=O)c1nc2ccccc2c(=O)[nH]1	0	105	9	104	95	1	1	2
C=CCN(C(=O)CCC(=O)O)C1CC(=O)N(c2ccc(OC)cc2)C1=O (stereo not given)	0	97	1	98	97	7	9	0
COc1ccc(NC(C)=O)cc1S(=O)(=O)NC(Cc1ccccc1)C(=O)NCc1ccccc1C (stereo not given)	-11	102	3	99	98	-4	-5	-3
CCCc1cc(C(=O)NNC(=S)Nc2cccc(C)c2)cs1	-7	112	9	93	128	-3	1	-12
CC(C)[C@H](NC(=O)N1CCn2c1nc1ccccc12)C(=O)NC1CCCCC1	4	104	17	100	90	8	-17	4
CC1(C)CC(C#N)(N2CCOCC2)CCO1 (stereo not given)	-17	106	2	97	102	-2	-1	2
O=C(Nc1ccc(S(=O)(=O)NCCc2ccccc2)cc1)c1ccco1	-7	107	2	102	105	7	-1	5
c1ccc(Oc2c3ccccc3nc3ccccc23)cc1	1	137[may fluoresce violet]	0	84[may fluoresce violet]	103[may fluoresce violet]	-9	2	-6
Cc1nn(C)c(Cl)c1/C=N/OC(=O)c1ccc(F)cc1	1	103	-2	99	101	26	13	2
CCOC(=O)N1CCN(C(=O)c2c(N)no[n+]2[O-])CC1	-9	99	-1	101	95	-4	-2	-1
COc1ccc(NC(=O)C2=C(C)Nc3nc(CCCO)nn3C2c2ccc(OC)c(OC)c2)cc1 (stereo not given)	-5	105	-1	107	95	-15	10	-1
NS(=O)(=O)c1cccc(C(=O)OCC(=O)NC2CCCc3ccccc32)c1 (stereo not given)	13	89	1	93	100	.	.	-8
COc1ccc(CCn2c(=N)c(S(=O)(=O)c3ccc(Cl)cc3)cc3c(=O)n4ccccc4nc32)cc1	6	97	-3	94	92	5	-8	3
Cc1ccc(NC(=O)CSC(C)c2nc3ccccc3c(=O)[nH]2)cc1 (stereo not given)	1	98	12	104	90	4	-5	-4
Cc1ccc(NC(=O)CCc2nnc3ccc(N4CCC5(CC4)OCCO5)nn23)nc1	-3	104	0	97	101	10	1	5

Arranged by count of non-hydrogen atoms (smallest number first): part of the list above
SMILES	proCasp7 act	MEP2-GFP yeast	AHR activator	RPL19A TOR yeast	LAP4 TOR yeast	ZTA counter	EBNA-1 inhibitor	procasp3 activ
CC1(C)CC(C#N)(N2CCOCC2)CCO1 (stereo not given)	-17	106	2	97	102	-2	-1	2
c1ccc(Oc2c3ccccc3nc3ccccc23)cc1	1	137[may fluoresce violet]	0	84[may fluoresce violet]	103[may fluoresce violet]	-9	2	-6
Cc1ccc(NC(=O)CSC(C)c2nc3ccccc3c(=O)[nH]2)cc1 (stereo not given)	1	98	12	104	90	4	-5	-4
O=C(Nc1ccc(S(=O)(=O)NCCc2ccccc2)cc1)c1ccco1	-7	107	2	102	105	7	-1	5
NS(=O)(=O)c1cccc(C(=O)OCC(=O)NC2CCCc3ccccc32)c1 (stereo not given)	13	89	1	93	100	.	.	-8
COc1ccc(CCn2c(=N)c(S(=O)(=O)c3ccc(Cl)cc3)cc3c(=O)n4ccccc4nc32)cc1	6	97	-3	94	92	5	-8	3

Next structures follow:
SMILES	proCasp7 act	MEP2-GFP yeast	AHR activator	RPL19A TOR yeast	LAP4 TOR yeast	ZTA counter	EBNA-1 inhibitor	procasp3 activ
COc1ccc(/C=C/C(=O)O)cc1S(=O)(=O)N1CCCCC1	2	105	-1	98	102	3	17	-5
CN(CC(=O)Nc1cc(Cl)ccc1C#N)C1CCS(=O)(=O)C1 (stereo not given)	2	94	19	90	85	-3	.	1
COc1cc(C(CCN2CCN(c3ccccc3)CC2)c2c(OC)cc(OC)c3c(C)cc(=O)oc23)cc(OC)c1OC (stereo not given)	1	104	1	99	96	-13	-2	15
C=CCc1c(N(CC)CC)nc(C)[nH]c1=O	0	94	-1	96	107	7	5	0
C=CCn1c(CCCNC(=O)c2ccccc2OC)nc2ccccc21	0	99	6	96	99	-11	8	2
C#Cc1ccc([C@H]2C=C(C(=O)OCC=C)O[C@@H](OCC)[C@@H]2CCCO)cc1	8	106	2	100	95	-2	-4	8
Clc1ccc(C2=Nc3cc(Cl)ccc3OC2)cc1	3	110	104*	111	98	2	-5	7
C/C(=C\C(=O)c1ccc(C)cc1)Nc1cccc(O)c1	-24	97	5	97	99	-3	-9	-7
CC(=O)Nc1ccc(S(=O)(=O)Oc2ccc(/C=N/N=C3/NC(=O)C(CC(=O)O)S3)cc2)cc1 (stereo not given)	9	123	-1	103	114	4	-1	-4
CCN(Cc1cc(=O)n2ccsc2n1)Cc1nc2ccccc2c(=O)[nH]1	7	107	6	97	99	-10	-1	8
CCOc1cc2c(cc1OCC)C(c1ccccc1)N(c1ccc(C(=O)O)cc1)C(=O)C2 (stereo not given)	-2	101	5	106	98	-5	-3	-4
COc1ccc(CN(Cc2ccc(C(=O)O)cc2)C(=S)Nc2ccccc2C)cc1OC	-5	93	4	98	104	-2	-9	7
COc1cccc(-c2c(C(=O)N/N=C/c3ccsc3)nnn2-c2nonc2N)c1	-1	100	17	100	90	4	-7	1
c1ccc(-n2nnnc2Sc2n[nH]c(-c3ccncc3)n2)cc1	-7	103	2	96	108	2	3	0
CCOc1cc(/C=C2\SC(=Nc3ccc(CC)cc3)NC2=O)ccc1OCC(=O)O	-7	105	5	103	97	19	5	-2
O=C(COC(=O)c1ccccc1S(=O)(=O)N1CCCCC1)NCC(F)(F)F	-8	108	0	103	103	-10	0	-7
Cc1cccc(NC(=O)CCS(=O)(=O)c2ccccc2)c1	-1	97	6	102	89	-30	13	6
O=C(CC(Sc1ccccc1)c1cccs1)c1ccco1 (stereo not given)	-5	99	-4	96	118	15	-1	3
CC1=C(C(=O)OCc2ccc3c(c2)OCO3)C(c2ccccc2OCc2ccccc2)NC(=O)N1 (stereo not given)	0	103	9	98	95	14	2	4
Cc1cc(N=Cc2c(O)ccc3cc(Br)ccc23)no1	-9	93	5	97	81	14	13	-4
Cc1cccn2cc(CSc3nnc(Nc4ccc(C(C)C)cc4)s3)nc12	12	110	11	99	106	-4	8	2
CCOC(=O)c1c(CN2CCCCC2C)oc2ccc(OC)cc12 (stereo not given)	-4	95	1	96	97	6	0	7
CC(=O)Nc1ccc(Nc2c([N+](=O)[O-])c(=O)n(-c3ccccc3)c3ccccc23)cc1	14	103	-1	108	103	9	20	6
COc1ccccc1NC(=O)Nc1cc(F)ccc1F	-4	101	8	99	105	2	1	-4
COC(=O)CC1SCCNC1=O (stereo not given)	-17	98	-1	97	98	-4	-11	2
CC(CC(=O)N1CCc2ccccc21)S(=O)(=O)c1ccc2c(c1)NC(=O)CO2 (stereo not given)	5	103	7	97	98	-6	-16	-5
Cc1cccc(Cn2nnc3ccccc32)c1O	-3	92	2	97	110	7	2	1
CCN1CCN(S(=O)(=O)c2ccc(Cl)c(C(=O)Nc3ccc(OC(F)F)cc3)c2)CC1	-9	101	0	101	74	4	2	-1
O=C(NNC(=S)Nc1cccc2ccccc12)c1cccc(Br)c1	-20	94	32	93	97	-4	-6	-8
O=C(CN1CCN(c2ncc(C(F)(F)F)cc2Cl)CC1)NC(=O)NCc1ccccc1	2	106	-2	100	107	6	0	4
CCn1cc(C(=O)N2CCCC2)c(=O)c2cc(S(=O)(=O)N(C)C)ccc21	5	101	1	98	106	-5	-7	7
O=C(Nc1ccccn1)c1ccc(Cl)c(S(=O)(=O)N2CCc3ccccc32)c1	-12	103	-1	89	131	1	.	-3
Cc1cc(C)cc(N(C(C)C(=O)Nc2c(C)n(C)n(-c3ccccc3)c2=O)S(C)(=O)=O)c1 (stereo not given)	6	99	1	100	101	2	-4	6
CCCCNC(=O)CSc1nnc(Cc2ccc(Cl)c(Cl)c2)c(=O)[nH]1	1	102	-2	103	90	12	0	7
Cc1noc(C)c1CCC(=O)N1CCCC(CCC(=O)NCc2ccccc2F)C1 (stereo not given)	-7	99	0	96	112	2	10	-3
CC(C)(C)NC(=O)NC(=O)CN1C(=O)NC(c2ccccc2)(c2ccccc2)C1=O	1	93	0	95	90	14	1	9
CSCCC(NS(=O)(=O)c1ccccc1F)C(=O)N1CCCCCCC1 (stereo not given)	0	110	4	95	104	-4	-4	9
CN(C)CCN(Cc1ccccc1)c1ccnc(N(C)C)c1C#N	2	105	-3	101	109	-5	-3	4
